UHRF1 MBD2 ctr: human UHRF1 methylated DNA binding inhibitors; Q96T88; UHRF1 binding to methylated oligo, TR-FRET; inhibition, % at 4.4 µM; actives 0.75% (n = 370,000); AID 687016; in the data active = inhibition above about 21%;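 note: UHRF1 SRA domain binding a hemimethylated CpG hairpin DNA probe; 0% = median of test compound wells and 100% = reference inhibitor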
Rev-erbA mod: Rev-erb alpha (human) modulation; P20393; Rev-erbα–FITC-DNA binding, fluorescence polarization, 90 min; activity, % at 10 µM; actives 0.79% (n = 370,000); AID 1259318;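 active = activity above about 14%, limit read from the data; passing the limit was not always enough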;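 note: 0% = DMSO wells with 35 nM protein and 100% = DMSO wells with 750 nM protein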
Target sequence (P20393 whole entry, looked up): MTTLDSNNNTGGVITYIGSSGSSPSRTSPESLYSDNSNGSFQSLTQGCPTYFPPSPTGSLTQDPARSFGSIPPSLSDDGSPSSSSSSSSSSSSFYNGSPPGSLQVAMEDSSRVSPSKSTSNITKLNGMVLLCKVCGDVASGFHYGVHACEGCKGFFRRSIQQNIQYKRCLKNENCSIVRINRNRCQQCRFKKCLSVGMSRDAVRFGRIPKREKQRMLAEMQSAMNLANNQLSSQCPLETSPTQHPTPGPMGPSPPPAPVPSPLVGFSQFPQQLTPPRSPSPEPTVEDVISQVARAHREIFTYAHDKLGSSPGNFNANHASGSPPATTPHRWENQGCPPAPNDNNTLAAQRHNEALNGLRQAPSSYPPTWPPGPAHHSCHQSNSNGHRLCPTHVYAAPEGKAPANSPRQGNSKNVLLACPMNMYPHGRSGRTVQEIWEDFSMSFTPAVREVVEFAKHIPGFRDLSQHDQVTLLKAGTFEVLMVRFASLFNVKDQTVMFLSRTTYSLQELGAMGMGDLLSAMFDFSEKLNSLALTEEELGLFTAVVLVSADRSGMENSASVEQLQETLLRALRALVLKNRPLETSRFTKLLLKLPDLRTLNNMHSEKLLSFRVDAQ
PRMT1 FP inh: PRMT1 (human) inhibition, primary screen. Q99873. recombinant PRMT1, activity-based probe fluorescence polarization. inhibition, % at 2.79 µM. actives 1.3% (n = 370,000);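 active = inhibition above about 21% made by adding two undisclosed values, limit read from the data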
Target sequence (Q99873 whole entry, looked up): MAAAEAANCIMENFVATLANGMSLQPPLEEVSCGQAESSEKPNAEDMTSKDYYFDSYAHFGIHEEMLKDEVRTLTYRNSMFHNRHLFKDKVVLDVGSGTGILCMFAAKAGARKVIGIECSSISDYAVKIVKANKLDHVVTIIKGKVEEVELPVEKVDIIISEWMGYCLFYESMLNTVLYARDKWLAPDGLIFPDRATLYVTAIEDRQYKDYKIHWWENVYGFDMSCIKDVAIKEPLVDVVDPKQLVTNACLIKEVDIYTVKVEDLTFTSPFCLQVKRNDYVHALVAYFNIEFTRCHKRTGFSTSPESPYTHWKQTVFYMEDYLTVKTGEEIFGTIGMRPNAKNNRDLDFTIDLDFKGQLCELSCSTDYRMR
ABHD4 inh: inhibitors of mouse ABHD4. purified mABHD4, FP-Rh probe fluorescence polarization. actives 0.54% (n = 370,000). inhibition, % at 8.92 µM. Q8VD66;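 active = inhibition exceeding the mean over every tested compound plus 3 SD, cut at about 30% in these data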;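 note: 0% = plate median of compound wells and 100% = S159A mutant with DMSO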
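System: mouse ABHD4 enzyme, wild type / Medium: HEPES pH 7.0, NaCl, Pluronic buffer / Reagent: FP-Rh activity-based fluorescent probe / Control set: S159A mutant high control, sample median low control / Detection: fluorescence polarization with parallel and perpendicular emission, 525/598 nm / Schedule: 45 min + 60 min at 25 °C / Compound dosing: 8.92 µM, single dose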
MBD2 inh: MBD2-methylated oligo binding inhibition | Q9UBB5 | TR-FRET, MBD2 binding to methylated oligonucleotide | inhibition, % at 4.4 µM | actives 0.31% (n = 370,000); in the data active = inhibition above about 13%
PG9 Ab binder: small molecules binding HIV-1 gp120 antibody PG9. TR-FRET gp120-PG9 antibody binding. inhibition, % at 6.7 µM. actives 0.43% (n = 360,000). AID 624416; in the data active = inhibition above about 8.5%
LEDGF integ inh: blocks HIV-1 LEDGF/p75-dependent DNA integration; AID 743269; inhibition, % at 3.7 µM; actives 0.64% (n = 370,000); TR-FRET IN-LEDGF/p75 DNA integration, Eu/Cy5;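 active = inhibition above the screen-wide mean plus 3 SD, cut at about 13% in these data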;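 note: signal is the Cy5 over europium emission ratio at 671 and 618 nm; 0% = plate median of compound wells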
HTRA1 inhibitor: inhibitors of human serine peptidase HTRA1 | Q92743 | recombinant HTRA1, FP-rhodamine activity-based probe, fluorescence polarization | inhibition, % at 5.96 µM | actives 0.5% (n = 340,000); in the data active = inhibition above about 36%;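 note: 0% = enzyme with DMSO and 100% = wells lacking enzyme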
TCR-CD3 inh: human TCR-CD3 binding inhibition; AID 651800; inhibition, % at 9.4 µM; actives 0.37% (n = 360,000); TAMRA-labeled TCR probe fluorescence, biochemical; in the data active = inhibition above about 19%;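 note: recombinant mutant TCR 2C K166C tagged with TAMRA read by polarization; 0% = receptor in buffer alone and 100% = receptor with positive control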
rCAG binder: molecules binding r(CAG) RNA repeats | r(CAG) RNA repeat, TO-PRO-1 dye displacement fluorescence | AID 651821 | actives 1.3% (n = 370,000) | inhibition, % at 3 µM;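 active = inhibition above the plate cutoff, the mean of all test compounds on that plate plus 3 SD, cut at about 35% in these data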;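 note: 0% = DMSO alone and 100% = 100 µM mitoxantrone as full dye displacement; higher means more dye released from RNA so lower well fluorescence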
The depositor's hits bear a star; · = no result given. An excerpt. The share of hits here may be higher or lower than overall.

Under each structure – UHRF1 MBD2 ctr	Rev-erbA mod	PRMT1 FP inh	ABHD4 inh	MBD2 inh	PG9 Ab binder	LEDGF integ inh	HTRA1 inhibitor	TCR-CD3 inh	rCAG binder
O=C(CSc1nnc(-c2ccco2)n1-c1ccccc1)NCCc1ccccc1
→ 1	2	2	-2	2	-0.5	-1	-3	-4	-6
CCCCN(C)C(=O)c1sc(=O)n(Cc2ccccc2F)c1C
→ -3	4	-3	3	0	-1.3	-3	·	0	1
CCOC(=O)C(C)Sc1snnc1C (stereo not given)
→ -3	0	-2	3	-5	-1.3	4	0	6	-1
Nc1cc(-c2ccc(Cl)cc2)nn1S(=O)(=O)c1cccc2nsnc12
→ 0	-5	1	-8	1	-0.2	0	-16	7	8
O=C(COc1ccc(Br)cc1)NCc1ccccn1
→ -4	2	1	-6	-5	-1.5	-3	0	4	-3
CCCCC12CN3CC(C)(CN(C1)C3c1ccc([N+](=O)[O-])o1)C2=O (stereo not given)
→ -2	1	-3	-3	-7	2.3	1	11	-1	-5
CCc1nonc1NC(=O)COc1cc(C)c(Cl)c(C)c1
→ 1	0	0	-6	3	0.9	-2	-12	1	-3
CN1CCN(CCCCC(=O)c2ccccc2)CC1
→ 8	-1	1	1	7	-0.5	-3	0	-4	0
O=C(NC1CCN(Cc2ccccc2)CC1)c1cccc(S(=O)(=O)Nc2ccc(F)cc2)c1
→ -3	-1	-1	3	-2	-2.8	-3	-7	5	8
COCCCNC(=O)c1oc(=O)c2ccccc2c1-c1ccc(C)cc1
→ -1	-7	-2	5	-1	·	-3	·	·	-2
CC(=O)C1=C(C)NC(=O)NC1c1ccc(OC2CCCC2)cc1 (stereo not given)
→ 5	-2	5	8	-2	-0.3	2	-6	-6	7
CN(C(=O)c1cc2c(=O)n3ccccc3nc2n1C)C1CCCCC1
→ -1	-2	0	6	-4	1.5	2	6	-11	-4
C=CCC1CCC/C(=N\NS(=O)(=O)c2ccc(C)cc2)C1 (stereo not given)
→ 0	3	-1	4	-4	-1.6	1	-5	11	2
Cn1c(O)c(N=NC(=N)N)c2ccccc21
→ -8	3	-7	-7	-13	-6.6	-2	7	4	5
CN(C)CCCN(C(=O)c1ccc2c(c1)OCCO2)c1nc2ccc(Cl)cc2s1
→ 0	2	-1	4	3	-0.3	2	1	-6	-5
Cc1nc(NC(=O)CSc2nnc(-c3ccc4c(c3)OCO4)o2)c(Cl)cc1Cl
→ 2	-6	14	-5	8	0.4	-11	0	0	5
C[C@H]1[C@H](NC(=O)/C(=N\OC(C)(C)C(=O)O)c2csc(N)n2)C(=O)N1S(=O)(=O)O
→ 1	-6	5	3	-1	·	5	·	·	1
Cc1cc(C)nc(SCNC(=O)c2ccc(Cl)cc2)n1
→ -1	3	18	7	1	0.8	-1	3	-3	-6
CC[C@]1(c2ccc(C)cc2)C(=O)N(C(=O)OC(C)C)N1C(=O)OC(C)C
→ 0	6	1	7	-8	·	-2	·	·	-2
O=C(NCC1CCCO1)c1ccccc1NS(=O)(=O)c1ccc(F)cc1 (stereo not given)
→ -4	-2	-3	3	1	-0.2	-2	3	1	6
O=C(Nc1ccc(Cl)cc1C(F)(F)F)c1ccc(Cl)cc1
→ 4	-1	0	-7	-1	0.8	1	-7	0	3
N#Cc1c(N)n[nH]c1CCCN
→ 5	0	-3	0	8	-1.7	-1	9	1	0
O=C(O)CSc1cccnc1Sc1ccc(Cl)cc1
→ 2	-6	1	5	-1	-2.9	3	·	-3	0
Cc1nc(N2CCN(c3ccccc3)CC2)nc2c1C(=O)CC(c1ccccc1)C2 (stereo not given)
→ 5	6	3	-6	8	2.4	2	-1	0	0
CCCCCCOC(=O)C[N+](C)(C)CCOC1CC2CCC1(C)C2(C)C (stereo not given)
→ 2	-1	3	4	3	-0.1	-3	-1	-5	-6
CC(C)NC(=O)NC(=O)COc1c(F)c(F)cc(F)c1F
→ 2	-1	1	1	2	-0.1	0	-2	2	-7
O=C(O)C1CCC(CN(Cc2cccc(Br)c2)C(=S)Nc2ccccc2F)CC1 (stereo not given)
→ -2	5	-2	-9	4	0.6	-1	1	2	11
COc1cc2c(cc1OC)C1CCN3C(=O)CCC3N1CC2 (stereo not given)
→ 5	-2	-1	4	3	-3.6	1	1	1	0
FC(F)(F)c1ccc(Oc2ccc3c(C(F)(F)F)cc(C(F)(F)F)nc3n2)cc1
→ 0	0	-2	0	0	-1.8	-1	4	4	2
COc1cccc(CNS(=O)(=O)c2cc(Br)cc3c2N(C(C)=O)C(C)C3)c1 (stereo not given)
→ 7	-2	4	4	2	0.1	-1	6	2	-1
Cc1ccc(OCC(=O)NC2CCSc3ccccc32)cc1 (stereo not given)
→ -1	2	0	1	-2	-0.1	-2	-5	1	2
O=C(c1ccco1)N1CCCSC1=Nc1ccccc1
→ 2	-5	1	4	-1	1.5	0	6	-4	0
CN(Cc1ccccc1)C(=O)c1ccc2c(c1)OCCO2
→ -3	1	-2	-2	-4	0.2	-2	4	4	-2
COc1ccc(C)cc1S(=O)(=O)Nc1ccc(F)c(Cl)c1
→ 4	1	6	-18	11	-0.5	1	-14	-7	9
C=C1CCN([C@@H](CC(C)C)C(=O)O)S(=O)(=O)c2ccccc21
→ -2	-4	-2	3	-1	-2.1	-4	-2	1	3
CCC(=O)Nc1ccc(Cl)cc1C(=O)c1ccc[nH]1
→ 7	3	10	-11	8	·	1	·	·	·
COc1cccc(/C=N/Nc2nc(N3CCCC3)nc(N3CCCC3)n2)c1O
→ 2	·	-3	3	-6	-3.0	0	-3	0	-2
O=C(c1ccc(CNS(=O)(=O)c2ccc(F)cc2)cc1)N1CCCCCC1
→ 0	3	1	2	0	1.5	-2	-1	-5	1
CCOc1ccc2[nH]c(=O)c(CN(Cc3ccccc3)C(=O)N3CCCC3)cc2c1
→ -1	3	0	-1	0	0.7	0	3	13	-4
C=CCc1c(OC)ccc2c1c(S(=O)(=O)c1ccc(C)cc1)cn2COC
→ 1	2	2	-10	2	-0.3	-7	-23	3	2
Cn1c(-c2ccc(F)cc2)cnc1NCc1cccc([N+](=O)[O-])c1
→ -2	4	-3	11	4	0.2	-1	5	-5	-3
Oc1ccccc1C=Nc1cccc2ccccc12
→ 0	-5	9	0	4	-5.2	-5	-3	-11	-6
Cc1cc(C)c2nc(N3C(=O)C(O)=C(C(=O)c4ccco4)C3c3ccco3)sc2c1 (stereo not given)
→ 4	-8	13	-16	0	1.7	8	-17	9	81*
OC[C@H]1O[C@@H](c2nc(-c3ccc4[nH]ccc4c3)no2)[C@H](O)[C@@H](O)[C@H]1O
→ -1	-1	-1	4	2	-0.4	-1	·	-4	3
Cc1nnc(N2CCCC(C(=O)NCc3ccc(OC(C)C)cc3)C2)c2nn(-c3ccccc3)c(C)c12 (stereo not given)
→ -2	3	-5	-24	-2	-1.7	-1	-1	-17	-23
CCCOc1ccc(S(=O)(=O)N2CCCC2)cc1[N+](=O)[O-]
→ -2	-3	1	5	2	-0.5	-4	4	12	0
Cc1cc(NS(=O)(=O)c2ccc(NC(=O)/C=C/c3ccccc3)cc2)no1
→ -3	3	3	-10	0	1.0	0	0	-1	30
Cc1ccc(CN2C(=O)c3ccccc3NC2c2cc(Br)ccc2O)cc1 (stereo not given)
→ 3	-1	10	-59	1	0.9	-5	-106	-3	16
C=CCOc1ccn(C)c(=O)n1
→ 1	2	-3	-9	-4	-2.7	5	5	4	-2
COC(=O)c1ccc(-c2ccc(CNCC(O)c3ccccc3)o2)cc1 (stereo not given)
→ -2	0	-1	-3	1	-0.7	0	-10	-6	-5
COc1cccc(NC(=S)N(CCc2c(C)[nH]c3ccccc23)Cc2ccco2)c1
→ 2	-3	18	5	-3	1.0	0	-11	-9	20
CCN(CC)C(=O)CN1CCN(c2ccccc2F)CC1
→ -1	5	-1	6	0	-0.7	2	4	1	-4
CCc1nnc(NC(=O)C2COc3ccccc3O2)s1 (stereo not given)
→ -1	-5	2	3	-3	1.6	1	7	3	-1
Cc1c(NC(=O)CCCN2C(=O)c3cccc4cccc(c34)C2=O)c(=O)n(-c2ccccc2)n1C
→ -8	4	-2	-2	-8	0.9	0	2	6	-9
C=CCn1c(N)c(C(=O)Nc2ccccc2)c2nc3ccccc3nc21
→ -9	1	1	-6	-5	-1.0	21*	-22	4	17
CCCCN(C(=O)C1=COCCO1)c1c(N)n(CCC)c(=O)[nH]c1=O
→ 1	-4	0	0	5	-1.0	2	8	3	-4
COc1ccc(-c2ccnc(SCC(=O)N3CCOCC3)n2)cc1
→ 2	0	-5	2	5	3.0	0	9	-4	-6
COc1ccc(NC(=O)c2cc(S(=O)(=O)N3CCOCC3)cs2)cc1
→ -4	-1	-2	0	-2	-3.7	-1	4	-2	-2
CC1CCCN(C(=O)CNS(=O)(=O)c2cccs2)C1 (stereo not given)
→ -2	-1	0	-5	0	-0.1	-3	-4	5	2
CC(C)c1ccc(N(CC(=O)NCC2CCCO2)C(=O)Cn2nnc(-c3cccs3)n2)cc1 (stereo not given)
→ -3	5	-2	-2	1	-0.1	3	1	1	-9

Arranged by heavy-atom count (descending): 3 of the compounds above
Under each structure – UHRF1 MBD2 ctr	Rev-erbA mod	PRMT1 FP inh	ABHD4 inh	MBD2 inh	PG9 Ab binder	LEDGF integ inh	HTRA1 inhibitor	TCR-CD3 inh	rCAG binder
CC(C)c1ccc(N(CC(=O)NCC2CCCO2)C(=O)Cn2nnc(-c3cccs3)n2)cc1 (stereo not given)
→ -3	5	-2	-2	1	-0.1	3	1	1	-9
Cc1cc(C)c2nc(N3C(=O)C(O)=C(C(=O)c4ccco4)C3c3ccco3)sc2c1 (stereo not given)
→ 4	-8	13	-16	0	1.7	8	-17	9	81*
Cc1cc(NS(=O)(=O)c2ccc(NC(=O)/C=C/c3ccccc3)cc2)no1
→ -3	3	3	-10	0	1.0	0	0	-1	30

(continued)
Under each structure – UHRF1 MBD2 ctr	Rev-erbA mod	PRMT1 FP inh	ABHD4 inh	MBD2 inh	PG9 Ab binder	LEDGF integ inh	HTRA1 inhibitor	TCR-CD3 inh	rCAG binder
COCC(C)NC(=O)c1cccc(Cl)c1 (stereo not given)
→ 1	4	2	-3	3	-1.4	2	-1	3	-2
CCN(CC)C(=O)CC[C@H]1CC[C@]2(CCCN(C(=O)c3ccno3)C2)O1
→ 1	2	2	3	2	·	-1	·	·	1
O=C(CSc1nc2ncc(Cl)cc2[nH]1)N1CCC(Cc2ccccc2)CC1
→ 1	-1	3	2	-3	3.4	-2	4	4	5
O=S(=O)(c1ccccc1)N1CCN(Cc2c(O)ccc3ccccc23)CC1
→ -3	0	17	-7	2	0.1	-1	-14	3	1
COc1ccc2[nH]c(=O)c(CN(CCc3ccccc3)Cc3nnnn3CC3CCCO3)cc2c1 (stereo not given)
→ -9	5	7	13	0	5.1	-3	-2	2	0
COC(=O)c1cc(=O)n(CCc2ccccc2F)c(=Nc2ccc(F)c(Cl)c2)s1
→ 2	3	-6	6	-1	-0.2	5	3	7	2
COc1cc(/C=N/NC(=O)c2cc(-c3ccco3)nc3ccccc23)cc(OC)c1O
→ -1	-19	9	6	8	-3.3	2	15	-3	30
CN(CC(=O)Nc1cccc(F)c1)C(=O)c1ccc2c(c1)CC(c1ccccc1)OC2=O (stereo not given)
→ 11	2	-1	-7	5	0.4	-1	-14	3	3
O=C(Cn1cnc2c(nnn2Cc2ccc(Cl)cc2)c1=O)N1CCN(c2ccccc2)CC1
→ 4	1	-3	2	-3	0.6	4	-5	4	2
COc1ccc(/C(O)=C/c2nc3ccccc3n(-c3ccccc3)c2=O)cc1
→ 2	0	1	-1	4	2.5	1	6	1	2
CCCN1CCN(CCCNC(=O)C2CCCN(c3nc4ccc(OCC)cc4s3)C2)CC1 (stereo not given)
→ -5	1	-4	-8	-4	-2.9	3	3	-3	-9

Compound activity from PubChem BioAssay.
